# PTHR1 agonist: agonists of human PTHR1 parathyroid hormone receptor; Potency, µM (series often up to 115 µM), without a hit: top-dose activation, usual class: activators; HEK293 GP2 PTHR1 cells, GloSensor cAMP luminescence, 1 h; actives 0.075% (n = 410,000); further: potency means the concentration at half of the fitted maximal effect; nearly all actives have a fitted effect of over 55% in size; some results filed as inactive show a strong effect at the top dose; inactives centre near -15; many of its hits are not listed in these tables
# Target sequence (Q03431 whole entry, looked up): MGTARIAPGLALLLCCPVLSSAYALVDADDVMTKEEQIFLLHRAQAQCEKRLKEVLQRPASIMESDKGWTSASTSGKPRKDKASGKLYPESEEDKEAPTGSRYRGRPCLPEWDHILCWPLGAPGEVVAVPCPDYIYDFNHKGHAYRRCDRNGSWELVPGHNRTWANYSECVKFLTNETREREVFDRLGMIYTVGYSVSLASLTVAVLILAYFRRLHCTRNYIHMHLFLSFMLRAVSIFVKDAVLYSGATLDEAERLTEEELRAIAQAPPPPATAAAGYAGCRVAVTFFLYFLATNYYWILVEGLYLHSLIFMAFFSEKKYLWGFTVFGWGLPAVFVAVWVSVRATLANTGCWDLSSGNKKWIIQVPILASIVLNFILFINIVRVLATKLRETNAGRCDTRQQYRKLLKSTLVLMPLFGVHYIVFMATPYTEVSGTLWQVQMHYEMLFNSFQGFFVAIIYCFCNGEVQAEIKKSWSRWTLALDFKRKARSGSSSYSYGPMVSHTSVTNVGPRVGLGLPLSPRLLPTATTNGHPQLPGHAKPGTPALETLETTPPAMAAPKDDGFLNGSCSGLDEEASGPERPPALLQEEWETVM
#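 HEK-293-derived GP2 cells expressing PTHR1 and a GloSensor cAMP reporter, 3,000/well, plated overnight, given luciferin plus IBMX (each 0.5 mM as added) for 1 h at 37 °C, then compound for 1 h at 37 °C. Luminescence was read after 15 min at room temperature.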
# Akt phos inh: Akt phosphorylation inhibition. activity change, % for hits at 50 µM. actives 0.32% (n = 360,000). Neuro2A IGF-stimulated pAkt S473 HTRF, 20 min; hits give low values; in the data active means activity change below about -80%; inconclusive means mostly about -51% to -80%; further: on the % scale 0 is the no-effect control and ±100 the full control effect
#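 Neuro2A cells in DMEM with 0.5% FBS, overnight at 37 deg C, given compound at single 50 µM final, then IGF (6 nM final) for 20 min at 37 deg C. Lysed; phospho-Akt Ser473 by HTRF after 24 h, 665/615 ratio.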
# FUS suppressor: FUS proteinopathy suppression in yeast; actives 0.24% (n = 390,000); AID 1347120; Potency, µM (top dose mostly 76.6 µM), without a hit: at the top dose growth rescue (activation), actives largely listed as activators; S. cerevisiae FUS-expressing, growth rescue, OD600, 24 h;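 further: potency means the concentration at half of the fitted maximal effect; plate controls were DMSO vehicle for no effect and reference control for full effect; nearly all actives have a fitted effect of over 55% in size; some results filed as inactive show a strong effect at the top dose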
#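 Compound concentration series was pinned onto galactose-induced FUS-expressing yeast seeded at OD 0.005. Plates sat 24hr at 30C; absorbance at 600 nm gave growth. DMSO served as background control.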
# aSyn rescue: alpha-synuclein toxicity inhibition in yeast; actives 0.14% (n = 370,000); Potency, µM (top dose mostly 46.1 µM), for inactives: at the top dose growth rescue (activation), most hits filed as activators; Yeast expressing alpha-synuclein, growth rescue, BacTiter-Glo, 24 h; further: potency means the concentration at half of the fitted maximal effect; % of control where 0% means no effect; nearly all actives have a fitted effect of over 65% in size
#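 Readout is rescue of growth in alpha-synuclein-expressing yeast, so inhibitors of toxicity appear as activators. Growth after 24 hr at 30 deg C in galactose medium is quantified by luminescence.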
# GLP-1R inv ag: GLP-1 receptor (human) inverse agonism; P43220; HEK293 GLP-1R CRE-luciferase, luminescence, 24 h; GLP-1R form is constitutively active; Potency, µM (highest dose often 38.3 µM), for the others: at the highest dose activity change, negative = inhibition, usual class: inhibitors; actives 1.6% (n = 410,000); AID 624417; further: potency means the concentration at half of the fitted maximal effect; on the % scale 0 is the no-effect control and ±100 the full control effect; nearly all actives have a fitted effect of over 55% in size
#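 Inverse agonists were sought by their lowering of basal cAMP reporter luciferase output in HEK293 cells stably carrying constitutively active human GLP-1R, after 24 h compound treatment.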
# TDP43 rescue: inhibitors of TDP-43 toxicity in yeast; Potency, µM (top dose mostly 46.1 µM), for the others: top-dose growth rescue (activation), actives largely listed as activators; AID 652104; TDP-43 expressing yeast growth rescue, BacTiter-Glo, 24 h; actives 1.8% (n = 410,000); further: potency means the concentration at half of the fitted maximal effect; % of control where 0% means no effect; nearly all actives have a fitted effect of over 50% in size
#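 Growth rescue of TDP-43-toxic yeast measured as ATP luminescence (BacTiter-Glo). Cells grown to mid-log in raffinose, induced in galactose at OD600=0.02, exposed to compound 24 hr at 30 deg C.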
# GLP1R ag: agonists of human GLP-1 receptor | HEK293 GLP-1R CRE-luciferase, luminescence, 4-6 h; cells express a hypersensitive GLP-1R form | Potency, µM (highest dose often 45.6 µM), inactives show top-dose activation, most hits filed as activators | actives 0.007% (n = 380,000); further: potency means the concentration at half of the fitted maximal effect; % of control where 0% means no effect
# D3 antag: D3 dopamine receptor (human) antagonism | P35462 | D3R cells, DiscoveRx beta-arrestin luminescence, antagonist mode; hits give low values | max response, negative = inhibition, % | actives 2.5% (n = 360,000) | AID 652054; in the data active means max response below about -50%; inconclusive means no clear call, values can overlap the other calls; further: on the % scale 0 is the no-effect control and ±100 the full control effect; mostly tested at two doses, the higher about 12 µM
# Target sequence (P35462 whole entry, looked up): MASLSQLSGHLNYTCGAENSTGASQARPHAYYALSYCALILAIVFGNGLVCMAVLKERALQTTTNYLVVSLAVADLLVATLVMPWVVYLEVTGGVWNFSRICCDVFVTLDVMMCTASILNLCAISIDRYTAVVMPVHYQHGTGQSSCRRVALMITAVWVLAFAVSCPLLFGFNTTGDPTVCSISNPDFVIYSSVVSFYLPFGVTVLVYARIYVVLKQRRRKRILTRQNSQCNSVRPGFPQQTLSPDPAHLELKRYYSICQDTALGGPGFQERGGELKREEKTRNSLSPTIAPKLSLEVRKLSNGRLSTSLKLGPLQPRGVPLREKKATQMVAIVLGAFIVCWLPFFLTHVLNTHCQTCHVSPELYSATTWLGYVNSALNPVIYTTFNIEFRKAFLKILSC
#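 Cells expressing the human receptor were seeded at 1500 cells/well, incubated overnight at 37 degrees C in 5% CO2, then exposed to library compounds with dopamine controls for 90 minutes at 37 degrees C before luminescent detection.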
# Abeta rescue: restores growth of yeast expressing A-beta42 peptide; yeast expressing A-beta42, growth rescue, OD600, 48 h; response scale: 0% DMSO, 100% iron-clioquinol control; Potency, µM (top dose mostly 46.1 µM), without a hit: at the top dose growth rescue, hits mostly activators; actives 0.063% (n = 410,000); AID 1347071; further: potency means the concentration at half of the fitted maximal effect; nearly all actives have a fitted effect of over 55% in size
#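 Yeast A-beta toxicity model in growth medium with pinned compounds, 48 h at 30 C; growth read as absorbance at 600 nm. Normalized to FeCl3/clioquinol equimolar mix (positive) and DMSO (negative).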
# * = called active by the depositor; i = inactive; ? = inconclusive; nt = no result given; [ ] = dose if it differs, or a comment. Unless noted, the call rests on the fitted dose curve; in most records, active means well fitted curve in the direction sought with a large enough effect; inconclusive means small, poorly fitted or top-dose-only effect, or another doubt; inactive means no such curve, though single readings can be large; an effect the other way counts as inactive or inconclusive. Not all compounds are listed; the hit share may differ from the screen's.
SMILES,PTHR1 agonist,Akt phos inh,FUS suppressor,aSyn rescue,GLP-1R inv ag,TDP43 rescue,GLP1R ag,D3 antag,Abeta rescue
COc1ccc(Cl)cc1Nc1sc(C(=O)c2ccccc2)c(N)c1C(=O)Nc1ccccc1,-33%[inhibitor],nt,22%,nt,?,6%,nt,nt,13%
Cn1nccc1-c1ccc(C(=O)NCc2ccc(Cl)cc2)c2occc12,i,i,?,6%,9%,22µM*,?,2,-8%
CCOC(=O)N1CCC(NC(=O)CS(=O)Cc2nc(-c3ccc(Cl)cc3)oc2C)CC1 (stereo unspecified),-17%,nt,7%,0%,?,9%,1%,12,-9%
O=C(Cn1cnc2nc3c(cc2c1=O)CCCC3)Nc1ccc(F)cc1Cl,2%,nt,-3%,nt,-7%,8%,nt,nt,1%
Fc1ccc(CNc2cnccn2)cc1,i,i,22%,0%,12%,-14%,-1%,-16,-11%
C/C(=N\NC(=S)NC1CCCCC1)c1ccc(O)cc1,?,i,15%,-13%,?,-16%,27%,-8,1%
CC1=CC(C)(C)N(C(=O)CN2C(=O)c3ccccc3C2=O)c2ccccc21,-17%[57.5 µM],i,12%,20%,-23%,0%,6%,4,-8%
S=C(NCc1ccc(Cl)cc1)NC1CCCCC1,-14%,i,-13%,7%,?,?,11%,-12,?
COc1ccc(NC(=S)NCCN2CCC(C)CC2)cc1,-33%,i,-34%,2%,21%,20%,-2%,-13,-49%[inhibitor]
O=C(COC(=O)Cn1nnc2ccccc21)Nc1ccccc1Br,i,i,15%,0%,9%,19%,0%,4,-23%
Cc1ccc(NC(=O)CSc2ncc(S(=O)(=O)c3ccc(C(C)C)cc3)c(=O)[nH]2)cc1C,-16%,nt,?,6%,15%,-4%,10%,nt,-18%
Cc1ccc(S(=O)(=O)N2CCC(C(=O)N3CCC[C@H]3C(=O)NC3CCS(=O)(=O)C3)CC2)cc1 (stereo partly specified),i,i,16%,0%,?,24%,1%,-10,0%
COCCN(CCOc1cc(C)cc(C)c1)Cc1ccc(Cl)cc1,-4%,i,-7%,5%,?,-7%,1%,-22,5%
Cc1cc2c(c(C)c1CCO)C(=O)[C@H](C)C2,-8%,i,-15%,3%,4%,2%,6%,-50*,-29%
CCN(CC)C(=O)c1sc2[nH]c(=S)n(-c3ccccc3)c(=O)c2c1C,-8%[57.5 µM],i,38%,5%,3%,21%,8%,-12,-15%
C/C(Cl)=C\CSc1nnc2n(N)c(=O)c3ccccc3n12,i,i,12%,-6%,14%,6%,0%,10,3%
Brc1ccc2c(c1)C(c1cccnc1)=NNC(c1cccs1)=N2,-16%,i,37%,?,?,5%,-2%,17,?
CCCCOc1ccc(C(=O)Nc2cc(-c3ccc(C)cc3)no2)cc1,-11%,nt,5%,nt,6%,6%,nt,nt,-15%
CC(C)CC(NC(=O)C1CCC(C)CC1)C(=O)NCCN1CCOCC1 (stereo unspecified),-23%,i,-6%,-4%,12%,19%,0%,5,3%
CC[C@@]1(C(=O)OC)N[C@H](CN(C)C(=O)Nc2ccccc2)[C@@H]2C(=O)N(C)C(=O)[C@@H]21,i,i,12%,3%,11%,9%,0%,0,8%
COc1c(C)cc(NC(=O)c2ccc3c(c2)NC(=O)CO3)cc1C,i,i,18%,-1%,14%,-9%,8%,-18,5%
O=C(CN(C1CC1)S(=O)(=O)c1ccc(S(=O)(=O)NC2CCCCC2)cc1)Nc1ccccc1,i,i,?,1%,?,-13%,8%,-10,2%
CCCCCn1c(NCc2ccccc2OC)nc2ccccc21,-29%,nt,15%,nt,?,14%,nt,nt,17%
CCOC(=O)c1cnn(-c2ccccc2)c1-c1ccncc1,-7%,i,8%,5%,-14%,7%,17%,13,1%
O=C(Nc1ccc(CN2CCCCC2)cc1)c1ccc(Br)o1,-10%[57.5 µM],i,10%,-7%,1%,6%,23%,-62*,4%
CCCc1cc(=O)[nH]c(SCC(=O)N2CCN(S(=O)(=O)c3ccccc3)CC2)n1,-23%,i,8%,-2%,14%,-9%,0%,20,-10%
Cc1ccc(S(=O)(=O)NC(=O)C2(C)CCN2C(=O)C2CCCCC2)cc1 (stereo unspecified),-12%,i,-16%,12%,2%,9%,-8%,0,-6%
O=C(CNc1cccc2ccccc12)N/N=C/C=C/c1ccco1,i,i,-9%,9%,?,16%,6%,-9,12%
Nc1nc2nn(-c3ccccc3)nc2c(=O)[nH]1,-10%,i,-24%,1%,-5%,-10%,-7%,3,-8%
c1ccc(C2c3c(ccc4ccccc34)Oc3ncn4nc(-c5ccco5)nc4c32)cc1 (stereo unspecified),-30%,i,nt,-3%,7%,-7%,5%,7,7%
CCOC(=O)CNCCC(=O)c1ccc(Br)cc1,-2%,i,15%,-23%,?,-15%,-5%,-11,3%
Cc1ccnc(Nc2nc(-c3ccc(Cl)cc3)cs2)c1,-22%,i,38%,-18%,?,nt,-5%,-7,4%
Cc1ccc(NC(=O)CSc2nnc(-c3ccncc3)n2C)cc1S(=O)(=O)N1CCOCC1,-25%,i,4%,-3%,6%,-7%,4%,1,-1%
Cc1ccccc1OCC(=O)N1CCC2(CC1)CC(=O)c1ccccc1O2,i,i,33%,-1%,?,3%,-1%,-13,26%
Cc1ccccc1N1CCN(C2CCCN(C(=O)c3snnc3C)C2)CC1 (stereo unspecified),-7%,i,9%,1%,-29%,-2%,-14%,-9,-6%
CC(C)c1nc(SCC(=O)c2c[nH]c3ccccc23)n[nH]1,i,i,27%,-1%,1%,-20%,3%,-61*,-9%
COc1cc(O)c(C(CCN2CCCC(C)C2)c2ccc(N(C)C)cc2)c(OC)c1 (stereo unspecified),i,i,-7%,-8%,?,-8%,-1%,-30,-4%
COc1ccc(NS(=O)(=O)c2ccc(NC(=S)NC(=O)/C=C/c3ccc(C)cc3)cc2)nn1,-26%,i,16%,0%,12%,7%,-6%,?,3%
COc1ccc(-c2cc3nc(-c4ccccc4)cc(N4CCN(C(=O)c5ccccc5)CC4)n3n2)cc1,-24%,i,?,-2%,?,?,7%,11,-7%
O=C(O)c1cn(-c2ccccc2)c(=O)c2ccccc12,i,i,5%,1%,6%,12%,0%,0,0%
CCOC(=O)C1(Cc2ccccc2C)CCCN(C(=O)CN2C(=O)CSC2=O)C1 (stereo unspecified),-12%,i,14%,6%,-13%,-9%,-1%,-6,3%
CCc1ccc(OCC(=O)N2CC(C(=O)OC)Oc3ccccc32)cc1 (stereo unspecified),-22%,i,12%,3%,-17%,9%,-6%,4,9%
CCN1CCN(Cc2c(O)ccc3c(C)c(-c4ccc(OC)cc4)c(=O)oc23)CC1,9%,nt,-4%,nt,11%,0%[9.22 µM],nt,nt,-15%
c1ccc(C(c2ccccc2)N2CCN(Cc3nnnn3C3CCCC3)CC2)cc1,i,i,6%,-5%,7.9µM*,-26%,-27%,-17,-6%
CCNc1c(NC(C)=O)c(=O)oc2ccccc12,i,i,15%,-5%,-5%,-19%,3%,-5,-1%
Cc1ccccc1-c1nc(C#N)c(N2CCCCC2)o1,i,i,21%,-8%,-21%,?,19%,-22,2%
O=C(CSc1nnc(-c2ccccn2)o1)Nc1ccccc1,-1%,i,15%,-9%,-20%,-5%,1%,-17,-4%
Cc1cccc(C(=O)N2CCN(c3ccccn3)CC2)c1,i,i,11%,4%,34%[activator],-18%,-5%,-7,12%
O=C(/C=C/c1ccccc1Cl)Nc1cccc(O)c1,-32%[inhibitor],i,-11%,-3%,?,10%,2%,6,-12%
c1ccc2c(N3CCCCCC3)nc(-c3ccncc3)nc2c1,i,i,12%,6%,?,-1%,18%,1,8%
COc1ccc(N(C(=O)c2snc(C(N)=O)c2N)C(C(=O)NC2CCCC2)c2ccco2)cc1 (stereo unspecified),-18%,i,44%,4%,4%,9%,8%,3,4%
O=C(Oc1c(-c2ccccc2)oc2ccccc2c1=O)c1ccccc1,-15%,i,nt,6%,5µM*,14%,-1%,4,-5%
Cc1ccc2c(c1)C1CC(C)(O2)N(c2cccc(C(=O)NC3CCN(Cc4ccccc4)CC3)c2)C(=O)N1 (stereo unspecified),i,i,15%,5%,?,-8%,7%,-21,12%
CN(C)C(=O)c1cn(-c2ccccc2)nc1-c1cc2ccccc2oc1=O,i,i,7%,-15%,6%,-23%,17%,2,-4%
Cc1ccc(C(=O)N(Cc2cccnc2)Cc2cc3cc(C)ccc3n3nnnc23)cc1,-35%[inhibitor],i,-3%,2%,-10%,0%,-2%,-2,17%
CCc1ccc(NC(=S)N2CCN(S(=O)(=O)c3ccccc3)CC2)cc1,i,i,-2%,9%,?,11%,4%,-13,11%
CCCS(=O)(=O)Nc1cc(-c2cn3cccc(C)c3n2)ccc1C,-24%,nt,6%,nt,1%,-16%,nt,nt,-15%
COc1ccc(Cn2nnnc2CN(Cc2cc3cc(C)ccc3[nH]c2=O)C2CCCC2)cc1,i,i,5%,-2%,-12%,-16%,-1%,12,-4%
